C8 TRAIL sens: viability loss with TRAIL in NB7+C8 cells, primary screen, TRAIL sensitizer project, cell-based, ATPlite luminescence. AID 624354, 2012. inhibition (viability loss, TRAIL sensitization), % at 10 µM. 360,000 tested, 1% active;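 active = compounds causing at least 50% loss of cell viability in the single-dose screen, relative to plate controls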
TROY NFkB inh: inhibitors of TROY-driven NF-kB signaling, primary screen, Q293 LMP1-TROYcd cells, NF-kB luciferase, uHTS; Q293 LMP1-TROYcd NF-kB luciferase reporter, 4 h; inhibition, % at 10 µM; 360,000 tested, 0.98% active;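 active = compounds whose plate-normalised and pattern-corrected inhibition of the luciferase reporter signal at the single screening dose is 50% or more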
SRC3 inh: SRC3 coactivator transcriptional activity inhibitors, primary screen, cell-based, luminescence. Nuclear receptor coactivator 3 (Homo sapiens), Q9Y6Q9. HEK293 GAL4-SRC3 luciferase reporter. inhibition, % at 3.6 µM. 360,000 tested, 0.17% active. AID 588352, 2011;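 active = inhibition above a per-campaign cutoff, the mean of all compounds plus 3 SD, cut at about 60% in these data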;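 note: 0% = DMSO-treated cells and 100% = gossypol-treated cells at 36 µM; higher means less SRC3-driven luciferase light from the GAL4 reporter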
TWEAK-Fn14 inh: inhibitors of TWEAK-Fn14 signaling, primary screen, luciferase reporter cells, uHTS; TWEAK-stimulated Fn14 reporter cells, luciferase luminescence, 8 h; inhibition, % at 10 µM; 360,000 tested, 2% active; in the data active = inhibition above about 50%
TLR9-MyD88 inh: inhibitors of TLR9-MyD88 association in cells, primary screen, cell-based, CHO, BLA complementation, fluorescence. Toll-like receptor 9 (Homo sapiens) + Myeloid differentiation primary response protein …. CCF4 FRET ratio. inhibition, % at 4.98 µM. 340,000 tested, 0.21% active. AID 504734, 2011;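 active = inhibition above the mean over all tested compounds plus 3 SD, cut at about 21% in these data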;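 note: 0% = DMSO only wells and 100% = clavulanate BLA inhibitor control wells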
LMP1 NFkB inh: EBV LMP1-driven NF-kappaB luciferase reporter inhibitors, primary screen, cell-based, luminescence, single point | LMP1-induced NF-kappaB luciferase reporter cells | inhibition, % at 12.5 µM | 350,000 tested, 0.69% active | AID 504558, 2011; in the data active = inhibition above about 41%;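 note: 0% = neutral control wells and 100% = reference inhibitor control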
LRH-1 inv ag: LRH-1 (NR5A2) inverse agonists, primary screen, cell-based, luminescence, HEK293T, StAR-luciferase reporter; Nuclear receptor subfamily 5 group A member 2 (Homo sapiens), O00482; LRH-1 transfected, 24 h; 360,000 tested, 0.13% active; inhibition, % at 3.6 µM;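 active = inhibition above the mean inhibition of all tested compounds plus 3 SD, cut at about 73% in these data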;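 note: 0% = DMSO wells and 100% = reporter-only cells lacking LRH-1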
SRC2 inh: inhibition of GAL4-SRC2 driven luciferase reporter, primary screen, SRC2 inhibitor project, cell-based, luminescence. HEK293 GAL4-SRC2 luciferase reporter. inhibition, % at 9 µM. Nuclear receptor coactivator 2 (Homo sapiens), Q15596. 370,000 tested, 0.17% active;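 active = inhibition above the mean inhibition of all tested compounds plus 3 SD, set per campaign, cut at about 52% in these data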;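 note: 0% = DMSO treated cells and 100% = cells given Gossypol at 36 µM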
COUP-TFII inh: NR2F2 transcriptional activity inhibitors, primary screen, cell-based, luciferase reporter, HEK293T, luminescence; 370,000 tested, 0.7% active; HEK293T NGFI-A luciferase reporter; inhibition, % at 8.6 µM;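 active = inhibition above a per-plate cutoff, mean inhibition of test wells between control levels plus 3 SD, cut at about 38% in these data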;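 note: cells cotransfected with COUP-TFII expression vector driving the NGFI-A reporter; 0% = median of COUP-TF2 test wells and 100% = reporter-only cells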
NCOA1 inh: SRC1 coactivator transcriptional activity inhibitors, primary screen, cell-based, luminescence; HEK293 GAL4-SRC1 luciferase reporter; inhibition, % at 3.6 µM; 360,000 tested, 0.12% active; AID 588354, 2011;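 active = inhibition above the campaign mean plus 3 SD, with each screening campaign given its own cutoff, cut at about 60% in these data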;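 note: 0% = DMSO treated cells and 100% = gossypol at 36 µM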
NOD2 RIPK2 PPI: NOD2-RIPK2 binding disruptors in cells, primary screen, fluorescence, CHO cells, BLA complementation; inhibition, % at 4.98 µM; 360,000 tested, 0.38% active; Receptor-interacting serine/threonine-protein kinase 2 (Homo sapiens), O43353; CCF4 ratio; in the data active = inhibition above about 21%;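 note: 0% = vehicle only and 100% = reference blocker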
Starred values were filed as active, the others as inactive; x = not tested or not shown. Only part of the results is shown; count on the stated rates, not on these rows.

The first 2 records as a preview:
SMILES	C8 TRAIL sens	TROY NFkB inh	SRC3 inh	TWEAK-Fn14 inh	TLR9-MyD88 inh	LMP1 NFkB inh	LRH-1 inv ag	SRC2 inh	COUP-TFII inh	NCOA1 inh	NOD2 RIPK2 PPI
CCCOc1ccc(C(F)(F)F)cc1NC(=O)CN1C(=O)C(=O)N(CC)C1=O	6	-13	3	-3	-9	-1	-9	15	-4	0	-1
CCc1cccc(CC)c1NC(=O)CO/N=C(\N)CC(=O)NC1CCCCC1	0	-17	12	-3	4	6	4	0	9	-21	5

This part in full, repeating the preview:
SMILES	C8 TRAIL sens	TROY NFkB inh	SRC3 inh	TWEAK-Fn14 inh	TLR9-MyD88 inh	LMP1 NFkB inh	LRH-1 inv ag	SRC2 inh	COUP-TFII inh	NCOA1 inh	NOD2 RIPK2 PPI
CCCOc1ccc(C(F)(F)F)cc1NC(=O)CN1C(=O)C(=O)N(CC)C1=O	6	-13	3	-3	-9	-1	-9	15	-4	0	-1
CCc1cccc(CC)c1NC(=O)CO/N=C(\N)CC(=O)NC1CCCCC1	0	-17	12	-3	4	6	4	0	9	-21	5
O=C(NC(=S)Nc1ccccc1N1CCOCC1)c1ccccc1F	-8	2	-27	6	-3	-10	17	4	21	-15	-6
Cc1ccc(C)c(OCCC(=O)OC(C)C(=O)Nc2c(C)n(C)n(-c3ccccc3)c2=O)c1 (stereo unspecified)	13	-5	12	25	2	-3	13	-2	-26	-3	-3
COc1cc(C(=O)Sc2ccc(C)cc2)cc(OC)c1OC	-8	33	8	10	3	1	-3	-22	4	-37	3
CCOC(=O)N1CCC(NC(=O)C2CCCN(C(=O)N3CCOc4ccccc43)C2)CC1 (stereo unspecified)	9	8	2	20	4	-4	15	0	11	-8	-19
CCCC(=O)N1CCN(c2nc3c(OC)ccc(Cl)c3s2)CC1	-3	14	-2	6	3	7	-9	11	13	-6	-3
Cc1ccc(NC(=O)NNC(=O)c2cc3ccccc3cc2O)cc1	6	-65	1	-18	17	-6	14	9	19	-1	6
CC1=CC(C)(C)N2C(=O)C3(C(C#N)=C(N)Oc4cc(O)ccc43)c3c(C)c(C)cc1c32 (stereo unspecified)	2	47	6	45	-8	-2	20	x	x	-5	-4
Cc1ccc(OCC(=O)NCCCNC(=O)c2cccnc2)cc1	-28	1	-6	7	4	-8	-6	5	-13	-23	-7
O=S(=O)(c1ccc(F)cc1F)N1CCN(CCO)CC1	-12	-13	3	6	-4	7	-19	2	-7	-4	12
CC1CCC2(CC1)NC(=O)N(CC(=O)c1cccn1C)C2=O (stereo unspecified)	-2	-6	10	8	15	-3	11	-16	2	4	2
O=C(CSc1nnc(-c2ccc(Br)cc2)n1CCc1ccccc1)NC1CCS(=O)(=O)C1 (stereo unspecified)	-1	-5	-6	-16	0	-5	12	-7	19	5	2
CC(C)CC(=O)N1CCN(Cc2ccc(Br)cc2)CC1	4	-7	2	-15	-5	2	-1	6	-1	-9	-12
COc1ccc(/C=C/C(=O)N2CCN(c3ccccn3)CC2)cc1	12	-5	7	0	0	3	-2	9	14	-2	-4
O=c1/c(=C/c2ccc([N+](=O)[O-])cc2)sc2n1CCCN=2	7	-7	-43	-29	-8	-12	-77	-56	-35	-71	-8
O=C(CCc1ccccc1)Nc1cc(NC(=O)CCc2ccccc2)cc(C(=O)O)c1	0	5	15	-3	0	-12	9	17	12	-9	2
CCOC(=O)CN1C(=O)S/C(=C/c2ccc(OC)c([N+](=O)[O-])c2)C1=O	4	-9	9	2	9	-59	-11	-4	-11	2	-2
COc1ccccc1NC(=S)N(Cc1ccccc1)Cc1cccnc1	-12	10	-2	0	0	-1	-12	2	-18	-7	-1
COc1cc(NC(=O)Cc2cccs2)cc(OC)c1	-5	0	-4	-17	2	2	10	-7	13	1	-4
CCOC(=O)C1=C(C)NC(=O)NC1/C(C)=C/c1ccccc1 (stereo unspecified)	7	-14	-27	-1	-1	5	-16	-9	15	15	-8
CN(CC(=O)Nc1c(Cl)cccc1Cl)C(=O)c1cc(-c2cccs2)nn1-c1ccccc1	8	-7	10	-1	-2	-3	-9	-26	-2	-8	3
Fc1ccc(-n2cc(-c3ccccc3)c3c(N4CCOCC4)ncnc32)cc1	16	21	-6	24	2	-1	15	-1	3	15	3
CCCCOc1ccc(C(=O)NC(=S)Nc2ccc(CN3CCOCC3)cc2)cc1	11	24	2	-10	-2	2	8	3	6	-4	-8
Cc1ccc(N(CC(=O)Nc2cc(C)ccc2C)S(C)(=O)=O)cc1	-1	15	-14	-5	-1	4	11	-6	-2	5	10

Complete entries as entered above. Screens in order: C8 TRAIL sens	TROY NFkB inh	SRC3 inh	TWEAK-Fn14 inh	TLR9-MyD88 inh	LMP1 NFkB inh	LRH-1 inv ag	SRC2 inh	COUP-TFII inh	NCOA1 inh	NOD2 RIPK2 PPI
CCCC(=O)N1CCN(c2nc3c(OC)ccc(Cl)c3s2)CC1 as listed: -3	14	-2	6	3	7	-9	11	13	-6	-3
O=S(=O)(c1ccc(F)cc1F)N1CCN(CCO)CC1 as listed: -12	-13	3	6	-4	7	-19	2	-7	-4	12

The list goes on.
SMILES	C8 TRAIL sens	TROY NFkB inh	SRC3 inh	TWEAK-Fn14 inh	TLR9-MyD88 inh	LMP1 NFkB inh	LRH-1 inv ag	SRC2 inh	COUP-TFII inh	NCOA1 inh	NOD2 RIPK2 PPI
COc1cc(Cl)ccc1NC(=S)N(CCN1CCOCC1)C1CCN(C(C)=O)CC1	-3	-7	17	3	-9	-3	9	-1	3	12	-7
CC(C)NC(=S)N1CCN(S(C)(=O)=O)CC1	-3	7	3	-3	-5	0	-2	-6	14	15	6
COc1ccc(CN2C(=O)C(C)S/C2=N/N=C/c2ccco2)cc1 (stereo unspecified)	-14	50	-25	25	x	x	-5	-40	-28	-37	-26
CCCn1c(C)cc(C(=O)COC(=O)c2cc(S(=O)(=O)NCC(C)C)c(Cl)cc2Cl)c1C	94*	-4	-17	4	-8	-5	1	3	2	-18	1
Cc1cccc(OCCCC(=O)N2CCCCCC2)c1C	20	-11	6	-4	2	-8	-1	-9	4	-1	-1
COc1ccc(C(C)=O)cc1COC(=O)c1ccc(C)c(S(=O)(=O)N2CCOCC2)c1	-1	2	9	0	-8	-4	-26	3	-2	-2	6
CC(=O)N1c2ccc(S(=O)(=O)N3CCCC(C(=O)Nc4cc(C)cc(C)c4)C3)cc2CC1C (stereo unspecified)	-12	21	-2	-39	-10	-9	3	10	0	-1	-3
C=CCN(C(=O)c1csnn1)C(C(=O)NC1CCCC1)c1ccc(F)cc1 (stereo unspecified)	11	10	10	19	-1	3	6	0	-6	-2	0
O=C(NCCN1CCOCC1)c1c(Cl)cccc1Cl	1	-9	-3	4	-9	3	7	14	-2	12	-6
Cc1cccc(N(C(=O)Cc2cccs2)C(C(=O)NC2CCCC2)c2ccncc2)c1 (stereo unspecified)	15	-12	11	1	-4	-3	-17	-4	10	7	-21
CCn1c(N2CCC(C)CC2)nc2c1c(=O)n(C)c(=O)n2C	49	3	18	23	-6	-8	10	21	8	-8	-10
O=C(COC(=O)CNC(=O)c1ccccc1F)NCCC1=CCCCC1	9	-5	9	1	4	-10	38	-7	1	-10	9
CCOC(=O)c1cnc(SCC(=O)N2CCN(c3ccccc3)CC2)nc1N	0	15	1	-5	1	0	-8	3	-5	-6	6
O=C(CCCNC(=O)c1ccc(Cl)cc1)Nc1cccc(S(=O)(=O)N2CCCCC2)c1	-1	10	-12	4	9	-3	-4	12	22	5	-9
Cc1cc(C)n2c(SCC(=O)Nc3ccccc3)nnc2n1	3	-4	11	0	-4	-2	-13	-27	-14	-3	-5
CCOC(=O)C1CCCN(C(=O)c2ccccc2NC(=O)C2=C(C)OCCS2)C1 (stereo unspecified)	-11	-14	4	-10	0	-1	15	9	3	-6	0
CCCCC[C@@H]1C=C(C(=O)O)[C@H](c2ccc(C#N)cc2)N1S(=O)(=O)c1ccc(C)cc1	6	-1	-1	3	-4	-8	7	6	19	-11	11
CC(C)=C(NC(=O)c1ccccc1)C(=O)NCCc1nc2ccccc2[nH]1	-3	15	-21	16	5	-2	-5	-19	-8	-37	7
CC(=O)NC(CC(=O)OC(C)C(=O)Nc1ccc(Cl)cn1)c1ccccc1 (stereo unspecified)	1	16	-6	-8	-14	-1	10	-18	-4	10	-6
O=C(CSCc1ccccc1)NCc1ccc2c(c1)OCO2	-25	-22	14	-12	-4	-13	5	15	7	10	-8
COc1ccc(-c2[nH][nH]c(=O)c2NC(=O)c2ccccn2)cc1	-17	8	8	-1	x	x	-14	-1	12	11	5
CCOc1ccc(C2C(C(=O)c3ccc(C)o3)=C(O)C(=O)N2c2nc(C)c(C(=O)OC)s2)cc1 (stereo unspecified)	-14	-57	-39	-49	4	x	-38	-51	-37	-26	-5
CSCC(C)N1CCC(n2nccc2NC(=O)c2ccc3c(c2)OCO3)CC1 (stereo unspecified)	8	-2	1	-6	0	-6	-10	-3	-13	8	-12

Results in LMP1 NFkB inh (4 entries from above):
structure	LMP1 NFkB inh
Cc1cccc(OCCCC(=O)N2CCCCCC2)c1C	-8
COc1ccc(C(C)=O)cc1COC(=O)c1ccc(C)c(S(=O)(=O)N2CCOCC2)c1	-4
CC(=O)N1c2ccc(S(=O)(=O)N3CCCC(C(=O)Nc4cc(C)cc(C)c4)C3)cc2CC1C (stereo unspecified)	-9
C=CCN(C(=O)c1csnn1)C(C(=O)NC1CCCC1)c1ccc(F)cc1 (stereo unspecified)	3

High-throughput results deposited in PubChem BioAssay by several laboratories.
